TDP1 inh: qHTS Assay for Inhibitors of Tyrosyl-DNA Phosphodiesterase (TDP1) | Tyrosyl-DNA phosphodiesterase 1 (Homo sapiens), Q9NUW8 | recombinant TDP1, AlphaScreen DNA substrate cleavage | Potency, µM (series often up to 130 µM), for inactives: at the top dose activity change, negative = inhibition, hits mostly inhibitors | 350,000 tested, 0.28% active; also: nearly all actives have a fitted effect of over 40% in size
Target sequence (Q9NUW8 whole entry, looked up): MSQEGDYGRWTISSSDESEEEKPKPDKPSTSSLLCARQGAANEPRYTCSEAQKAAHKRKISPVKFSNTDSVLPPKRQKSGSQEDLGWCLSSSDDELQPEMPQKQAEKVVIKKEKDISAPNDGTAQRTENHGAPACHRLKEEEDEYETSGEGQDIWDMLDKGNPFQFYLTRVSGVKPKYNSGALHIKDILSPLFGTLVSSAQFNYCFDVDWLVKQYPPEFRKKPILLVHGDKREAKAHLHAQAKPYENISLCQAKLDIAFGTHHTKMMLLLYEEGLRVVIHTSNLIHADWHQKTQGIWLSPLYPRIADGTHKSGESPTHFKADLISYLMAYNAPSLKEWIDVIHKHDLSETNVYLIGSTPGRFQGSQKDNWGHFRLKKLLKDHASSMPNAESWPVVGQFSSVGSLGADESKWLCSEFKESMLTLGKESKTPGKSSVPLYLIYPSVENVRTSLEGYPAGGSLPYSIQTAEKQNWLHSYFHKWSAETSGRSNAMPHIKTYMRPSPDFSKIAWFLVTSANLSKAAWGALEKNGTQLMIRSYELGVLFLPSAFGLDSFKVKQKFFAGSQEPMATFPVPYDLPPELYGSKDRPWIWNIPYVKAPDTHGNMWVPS
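Recombinant human Tdp1 (E. coli-expressed, 1 nM final) preincubated with compounds 15 min at room temperature, then 5'-biotin/3'-phosphotyrosine-FITC DNA substrate (15 nM final) added for 5 min. AlphaScreen beads (10 ug/ml final) added 10 min; cleavage lowers signal.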
KAT2A inh: qHTS Assay for Inhibitors of GCN5L2; Histone acetyltransferase KAT2A (Homo sapiens), Q92830; GCN5L2 HAT assay, ThioGlo1 CoA-SH fluorescence; Potency, µM (titrated, usually from 58.9 µM), for the others: at the top dose activity change, negative = inhibition, hits mostly inhibitors; 390,000 tested, 0.21% active
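qHTS, 1536-well. 20nM enzyme, pH 7.5 HEPES/EDTA/Tween-20 buffer; 15 min compound preinc., RT. Start: 75uM H3(1-25), 70uM AcCoA, 50uM ThioGlo1. Read Ex340/Em540 at t=0 (autofluorescence flag) and t=20 min.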
TDP1 cell noCPT: qHTS for Inhibitors of human tyrosyl-DNA phosphodiesterase 1 (TDP1): qHTS in cells in absence of CPT | Potency, µM (series often up to 46.2 µM), without a hit: at the top dose activity change, negative = growth inhibition, most hits filed as inhibitors | DT40 Tdp1-/- hTDP1 cells, no CPT, ATP luminescence, 48 h | 420,000 tested, 15% active | AID 686978, 2013; also: nearly all actives have a fitted effect of over 55% in size
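Luminescent ATP content (CellTiter-Glo) served as the growth readout. Knockout chicken DT40 cells expressing human TDP1 were exposed to compounds without camptothecin for a minimum 48 hr at 37 °C.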
* = called active by the depositor; & = joins results of further samples; [ ] = another dose, or the depositor's remark. Calls follow the shape of the dose curve; as a rule, active = well fitted curve in the direction sought with a large enough effect; inconclusive = small, poorly fitted or top-dose-only effect, or another doubt; inactive = no such curve, though single readings can be large; an effect the other way counts as inactive or inconclusive. % is scaled to controls: 0 for no effect and ±100 for the full control effect; potency is read from the fitted curve at half-maximal effect. Some of the compounds tested (hit frequency here may not be typical).

What do the screens show for `N#C/C(=C/c1ccc(OCc2ccc(C(=O)O)cc2)cc1)C(=O)Nc1ccccc1`?
KAT2A inh: 16%; TDP1 cell noCPT: -26%

What do the screens show for `CC(C)(C)C1CCC(=NNc2nc3ccccc3[nH]2)CC1` (centres undefined)?
TDP1 inh: 10%; KAT2A inh: -3%; TDP1 cell noCPT: inconclusive

What do the screens show for `COc1ccc2oc(C(=O)NC(C)(C)C)c(C)c2c1`?
TDP1 inh: 3%; KAT2A inh: 6%; TDP1 cell noCPT: -18%

How did O=C(NCc1ccc(F)cc1)C1CC(=O)N(C2CCCCC2)C1 (centres undefined) do in these assays?
TDP1 inh: 4%; KAT2A inh: 2%; TDP1 cell noCPT: 21%

Results for O=C1c2ccccc2-c2nnc(-c3ccc(F)cc3)cc21 ?
TDP1 inh: -8%; KAT2A inh: -1%; TDP1 cell noCPT: 9.2µM*

How did O=C(Nc1ccccc1Br)c1cc(CN2CCCC2)on1 do in these assays?
TDP1 inh: 6%; KAT2A inh: -9%; TDP1 cell noCPT: -15%

How did Cc1nc2ccn(Cc3ccco3)c(=O)c2cc1C(=O)NCc1ccccc1F do in these assays?
TDP1 inh: 5%; KAT2A inh: -7%; TDP1 cell noCPT: -26%

Results for Cc1ccccc1OCC(=O)N(Cc1ccc(N(C)C)cc1)C1CCS(=O)(=O)C1 (centres undefined) ?
TDP1 inh: 8%; KAT2A inh: 1%; TDP1 cell noCPT: -25%

How did O=C(O)CC(NC(=O)CCc1ccccc1)c1ccc(Cl)cc1 (centres undefined) do in these assays?
KAT2A inh: -4%; TDP1 cell noCPT: 1%

How did COc1ccc(S(=O)(=O)N2CCOCC2)cc1NC(=O)Cc1ccc2c(c1)OCCO2 do in these assays?
TDP1 inh: 2%; KAT2A inh: 1%; TDP1 cell noCPT: inconclusive

How did Cc1nn(S(=O)(=O)c2ccc(F)cc2)c(C)c1S(=O)(=O)N1CCOCC1 do in these assays?
TDP1 inh: 7%; KAT2A inh: -5%; TDP1 cell noCPT: 9%

Results for N#Cc1cccc(-c2cc(NCc3cccnc3)ncn2)c1 ?
KAT2A inh: -6%; TDP1 cell noCPT: -15%

How did O=C(NC(Cc1ccccc1)C(=O)O)C1CCN(S(=O)(=O)c2cccc(C(F)(F)F)c2)CC1 (centres undefined) do in these assays?
KAT2A inh: -4%; TDP1 cell noCPT: inconclusive

Results for O=C(NCc1ccc(-c2nc3ccccc3s2)cc1)c1ccco1 ?
TDP1 inh: 3%; KAT2A inh: 2%; TDP1 cell noCPT: -5%

What do the screens show for `COc1cccc(NS(=O)(=O)c2ccc3c(c2)[C@H]2C=CC[C@H]2[C@@H](c2ccccc2Cl)N3)c1`?
KAT2A inh: -15%; TDP1 cell noCPT: 4.6µM*

2 compounds drawn at random from those above:
How did O=C(NCc1ccc(F)cc1)C1CC(=O)N(C2CCCCC2)C1 (centres undefined) do in these assays?
TDP1 inh: 4%; KAT2A inh: 2%; TDP1 cell noCPT: 21%

How did COc1ccc(S(=O)(=O)N2CCOCC2)cc1NC(=O)Cc1ccc2c(c1)OCCO2 do in these assays?
TDP1 inh: 2%; KAT2A inh: 1%; TDP1 cell noCPT: inconclusive

Later entries.
Results for COc1cccc(-c2nc(Nc3ccncc3)c3ccccc3n2)c1 ?
TDP1 inh: 13%[56.1 µM]; KAT2A inh: inconclusive; TDP1 cell noCPT: 10µM*

How did CC(=O)c1ccc(NC(=O)CSc2nc(-c3ccccc3F)nc3c2c(=O)n(C)c(=O)n3C)cc1 do in these assays?
TDP1 inh: 3%; KAT2A inh: -16%; TDP1 cell noCPT: inconclusive

What do the screens show for `CCNc1ncc2nc(C)c(=O)n(-c3ccc(OC)cc3)c2n1`?
KAT2A inh: -13%; TDP1 cell noCPT: 2.1µM*

Results for COc1ccc(N2CCN(C(=O)c3cccn3-c3nnc(N4CCCC4)s3)CC2)cc1 ?
TDP1 inh: 0%; KAT2A inh: 33%[activator]; TDP1 cell noCPT: inconclusive

How did Cc1ccccc1OCC(O)Cn1c(=N)n(CCN2CCOCC2)c2ccccc21 (centres undefined) do in these assays?
TDP1 inh: 7%&-7%; KAT2A inh: -2%&11%; TDP1 cell noCPT: inconclusive

What do the screens show for `CCOC(=O)c1ccc(NC(=O)c2c(C)oc3nc(C)nc(N4CCCC4)c23)cc1`?
TDP1 inh: -1%; KAT2A inh: -8%; TDP1 cell noCPT: inconclusive

How did COc1ccc(C(=O)NNC(=O)c2snnc2C)cc1 do in these assays?
TDP1 inh: 0%; KAT2A inh: -9%; TDP1 cell noCPT: -12%

Results for O=C(NNC(=O)c1c(O)c2ccccc2[nH]c1=O)c1ccccc1 ?
TDP1 inh: 0%; KAT2A inh: -2%; TDP1 cell noCPT: -16%

Results for COc1ccc(-c2nc(SCC(=O)Nc3nccs3)c(-c3ccc(Cl)cc3)[nH]2)cc1 ?
TDP1 inh: -5%; KAT2A inh: -4%; TDP1 cell noCPT: inconclusive

How did Cc1cc(C)n2nc(SCc3nnc(-c4ccc(F)cc4)o3)nc2n1 do in these assays?
TDP1 inh: 2%; KAT2A inh: -3%

Results for O=C(Cn1c(-c2cccs2)cc2ccccc21)N1CCN(c2ccc(Cl)cc2)CC1 ?
TDP1 inh: 5%; KAT2A inh: 0%; TDP1 cell noCPT: inconclusive

What do the screens show for `COC(=O)c1sc(S(=O)(=O)NC(Cc2ccccc2)C(=O)O)c(C(=O)OC)c1C` (centres undefined)?
TDP1 inh: 3%; KAT2A inh: 2%; TDP1 cell noCPT: 16%

What do the screens show for `CCn1c(=N)n(CC(=O)c2ccc(OC)c(OC)c2)c2ccccc21`?
TDP1 inh: 1%; KAT2A inh: -6%; TDP1 cell noCPT: inconclusive

How did O=C(/C=C/c1cccs1)N1CCC2(CC1)Oc1ccc(Cl)cc1C(=O)C21CC(c2ccccc2)=NO1 (centres undefined) do in these assays?
TDP1 inh: 6%; KAT2A inh: -4%; TDP1 cell noCPT: -11%

What do the screens show for `CC1Cn2c(nc(=O)c3c2NCN(CCc2ccccc2)C3)S1` (centres undefined)?
TDP1 inh: 0%; KAT2A inh: -7%; TDP1 cell noCPT: -17%

Among those listed so far, these have a tert-butyl group:
What do the screens show for `CC(C)(C)C1CCC(=NNc2nc3ccccc3[nH]2)CC1` (centres undefined)?
TDP1 inh: 10%; KAT2A inh: -3%; TDP1 cell noCPT: inconclusive

What do the screens show for `COc1ccc2oc(C(=O)NC(C)(C)C)c(C)c2c1`?
TDP1 inh: 3%; KAT2A inh: 6%; TDP1 cell noCPT: -18%

(continued)
What do the screens show for `CCOc1ccc(-n2c(-c3ccc(OC)cc3)c[n+]3c2CCCCC3)cc1`?
TDP1 inh: 0%; KAT2A inh: -4%; TDP1 cell noCPT: 0.029µM*

What do the screens show for `Nn1c(Nc2ccccc2)nc2ccccc2c1=O`?
TDP1 inh: 1%; KAT2A inh: -4%; TDP1 cell noCPT: -23%

What do the screens show for `Cn1c(SC/C=C/c2ccccc2)nnc1-c1cnccn1`?
TDP1 inh: 6%; KAT2A inh: 1%; TDP1 cell noCPT: -16%

How did CCc1ccc(NC(=O)Cn2c(=O)n(CCC(=O)NCCc3ccc(OC)c(OC)c3)c(=O)c3ccccc32)cc1 do in these assays?
TDP1 inh: -1%; KAT2A inh: -3%; TDP1 cell noCPT: 3%

How did CCN(CC)CC(C(=O)N(CC)CC)P(=O)(c1ccccc1)c1ccccc1 (centres undefined) do in these assays?
TDP1 inh: 6%; KAT2A inh: 1%; TDP1 cell noCPT: -4%

How did CC(C)Cn1c(O)c2ccc(C(=O)N=NC(=O)c3cccnc3)cc2c1O do in these assays?
TDP1 inh: 3%; KAT2A inh: 7%; TDP1 cell noCPT: -15%

Results for COc1ccc(C(C(=O)NCc2ccc(F)cc2)N(C(=O)c2csnn2)C2CC2)cc1 (centres undefined) ?
TDP1 inh: 3%[0.0935 µM]; KAT2A inh: 2%; TDP1 cell noCPT: -19%

How did CCOC(=O)Nc1ccc2c(c1)N(CCCN(C)C)c1ccccc1CC2 do in these assays?
KAT2A inh: -17%; TDP1 cell noCPT: inconclusive

Results for O=C(NCC(=O)N1CCN(c2cccc(Cl)c2)CC1)c1ccc(Br)o1 ?
TDP1 inh: 0%[0.505 µM]; KAT2A inh: 0%; TDP1 cell noCPT: inconclusive

What do the screens show for `COc1cccc(O)c1O`?
TDP1 inh: -6%; KAT2A inh: -20%; TDP1 cell noCPT: 4.6µM*

What do the screens show for `O=C(CSc1nnc(Cn2cnc3ccccc32)o1)Nc1cccc2ccccc12`?
TDP1 inh: 3%; KAT2A inh: 0%; TDP1 cell noCPT: -13%

What do the screens show for `O=C(CN(C1CCCCC1)S(=O)(=O)c1ccccc1)N1CCCC1`?
TDP1 inh: 0%; KAT2A inh: -6%; TDP1 cell noCPT: -7%

What do the screens show for `CCOC(=O)c1ccccc1NC(=O)CN1C(=O)NC(C)(CCc2ccccc2)C1=O` (centres undefined)?
KAT2A inh: -7%; TDP1 cell noCPT: inconclusive

Results for Cc1ccc(S(=O)(=O)Nc2ccccc2C=Nc2cccc(C)c2C)cc1 ?
TDP1 inh: 0%; KAT2A inh: -25%; TDP1 cell noCPT: inconclusive

What do the screens show for `COC(CNC(=O)c1cc(C(=O)c2c(-c3c(Cl)cccc3Cl)noc2C)c[nH]1)OC`?
TDP1 inh: -7%; KAT2A inh: 4%; TDP1 cell noCPT: -8%

Not a retest: five of the compounds above.
What do the screens show for `CCOc1ccc(-n2c(-c3ccc(OC)cc3)c[n+]3c2CCCCC3)cc1`?
TDP1 inh: 0%; KAT2A inh: -4%; TDP1 cell noCPT: 0.029µM*

What do the screens show for `Nn1c(Nc2ccccc2)nc2ccccc2c1=O`?
TDP1 inh: 1%; KAT2A inh: -4%; TDP1 cell noCPT: -23%

What do the screens show for `Cn1c(SC/C=C/c2ccccc2)nnc1-c1cnccn1`?
TDP1 inh: 6%; KAT2A inh: 1%; TDP1 cell noCPT: -16%

How did CCc1ccc(NC(=O)Cn2c(=O)n(CCC(=O)NCCc3ccc(OC)c(OC)c3)c(=O)c3ccccc32)cc1 do in these assays?
TDP1 inh: -1%; KAT2A inh: -3%; TDP1 cell noCPT: 3%

How did CCN(CC)CC(C(=O)N(CC)CC)P(=O)(c1ccccc1)c1ccccc1 (centres undefined) do in these assays?
TDP1 inh: 6%; KAT2A inh: 1%; TDP1 cell noCPT: -4%

(list continues)
How did COC(=O)c1ccccc1NC(=O)CN(Cc1ccccc1)S(C)(=O)=O do in these assays?
TDP1 inh: 2%; KAT2A inh: -2%; TDP1 cell noCPT: -24%

Results for CN(C)S(=O)(=O)c1ccc(Cl)c(NC(=O)COC(=O)[C@@H]2CCCN2C(=O)c2cccs2)c1 ?
TDP1 inh: -4%; KAT2A inh: 3%; TDP1 cell noCPT: -9%

How did CCCc1c(C)c2ccc(OCC(C)=O)cc2oc1=O do in these assays?
TDP1 inh: 2%; KAT2A inh: -2%; TDP1 cell noCPT: -11%

What do the screens show for `CCCOC(=O)/C(C)=N\NC(=O)c1ccco1`?
TDP1 inh: 1%; KAT2A inh: -2%; TDP1 cell noCPT: -2%

What do the screens show for `O=C(/C=C/c1cn(-c2ccccc2)nc1-c1cccnc1)NCCN1CCOCC1`?
TDP1 inh: 0%; KAT2A inh: -2%; TDP1 cell noCPT: inconclusive

How did Cc1cc(=O)[nH]c(Nc2ccc(C(=O)OC(C)C)cc2)n1 do in these assays?
TDP1 inh: 2%; KAT2A inh: -3%; TDP1 cell noCPT: inconclusive

Results for O=C(NC(=S)N1CCOCC1)c1cc2ccccc2o1 ?
TDP1 inh: 5%; KAT2A inh: 9%; TDP1 cell noCPT: 12µM*

Results for CCC12CN3CC(C)(CN(C1)C3c1c[nH]c3ccccc13)C2=O (centres undefined) ?
TDP1 inh: 2%; KAT2A inh: 1%; TDP1 cell noCPT: 23µM*

How did O=C(CN1C(=O)COc2ccc(Cl)cc21)NC1CC1 do in these assays?
TDP1 inh: 2%; KAT2A inh: -17%; TDP1 cell noCPT: 15%

What do the screens show for `COc1ccc(-c2ccc3c(c2)S(=O)(=O)c2cccc(C(=O)N4CCN(c5ccc(Cl)cn5)CC4)c2C3=O)cc1OC`?
TDP1 inh: 4%; KAT2A inh: -3%; TDP1 cell noCPT: inconclusive

How did COc1ccc2cc3c(N)nn(C(=O)c4ccc(F)cc4)c3nc2c1 do in these assays?
KAT2A inh: -6%; TDP1 cell noCPT: 10µM*

Screening data deposited in PubChem by National Center for Advancing Translational Sciences (NCATS).
